Compound activity (PubChem BioAssay)
IDE cell inh: inhibits human insulin-degrading enzyme in HEK cells; FAbetaB cleavage, fluorescence polarization; inhibition, % at 5.59 µM; 320,000 tested, 0.41% active; AID 434962;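 active means percent inhibition above the average of all tested compounds plus 3 SD, set per screening campaign, cut at about 16% in these data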;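 further: IDE supplied by intact live HEK cells; FP after avidin binding of uncleaved biotin substrate so inhibition keeps polarization high; 0% = DMSO wells and 100% = 60 µM reference IDE inhibitor Ii1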
CHRM5 PAM: potentiates acetylcholine response at human M5 receptor. 360,000 tested, 0.3% active. CHO-K1 hM5, Fluo-8 calcium, ACh EC20 PAM; 0% = ACh EC20, 100% = ACh EC100. activation, % at 3 µM. P08912;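 active means activation above the run cutoff, the mean activation of all test compounds plus 3 SD, cut at about 18% in these data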
Target sequence (P08912 whole entry, looked up): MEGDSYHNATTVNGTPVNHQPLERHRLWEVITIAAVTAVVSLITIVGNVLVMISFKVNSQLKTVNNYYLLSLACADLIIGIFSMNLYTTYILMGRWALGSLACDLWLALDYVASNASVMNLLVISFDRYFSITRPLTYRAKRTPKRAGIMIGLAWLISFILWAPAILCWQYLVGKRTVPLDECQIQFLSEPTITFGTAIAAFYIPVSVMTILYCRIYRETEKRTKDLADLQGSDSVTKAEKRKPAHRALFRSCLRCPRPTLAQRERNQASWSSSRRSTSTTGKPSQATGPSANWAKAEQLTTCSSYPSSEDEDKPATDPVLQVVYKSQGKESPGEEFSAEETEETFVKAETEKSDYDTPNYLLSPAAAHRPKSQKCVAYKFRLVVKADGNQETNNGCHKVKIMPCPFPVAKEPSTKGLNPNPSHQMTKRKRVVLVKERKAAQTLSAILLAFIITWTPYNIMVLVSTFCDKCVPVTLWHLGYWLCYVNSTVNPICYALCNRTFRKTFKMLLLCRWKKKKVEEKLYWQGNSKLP
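Probe or stimulus: acetylcholine, EC20 level; Assay system: human M5 receptor in CHO-K1 cells; Schedule: compound preincubation 140 s before EC20 acetylcholine addition; Technique: intracellular calcium via Fluo-8 fluorescence; Dosing: single-point, 3 µM nominal; Read-out basis: percent activation from peak-over-basal fluorescence ratio, scaled EC20-to-EC100 acetylcholine; Repeats: one well per compound, no replicates.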
CHRM4 antagonist: blocks acetylcholine activation of human M4 receptor. AID 624125. CHO-hM4 cells, ACh EC80, Fluo-8 calcium fluorescence. 360,000 tested, 0.73% active. inhibition, % at 3 µM;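 active means inhibition above its plate's cutoff, the mean inhibition of sample wells plus 3 SD, cut at about 27% in these data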;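 further: 0% = acetylcholine EC80 with DMSO and 100% = DMSO without agonist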
Target sequence (P08173 whole entry, looked up): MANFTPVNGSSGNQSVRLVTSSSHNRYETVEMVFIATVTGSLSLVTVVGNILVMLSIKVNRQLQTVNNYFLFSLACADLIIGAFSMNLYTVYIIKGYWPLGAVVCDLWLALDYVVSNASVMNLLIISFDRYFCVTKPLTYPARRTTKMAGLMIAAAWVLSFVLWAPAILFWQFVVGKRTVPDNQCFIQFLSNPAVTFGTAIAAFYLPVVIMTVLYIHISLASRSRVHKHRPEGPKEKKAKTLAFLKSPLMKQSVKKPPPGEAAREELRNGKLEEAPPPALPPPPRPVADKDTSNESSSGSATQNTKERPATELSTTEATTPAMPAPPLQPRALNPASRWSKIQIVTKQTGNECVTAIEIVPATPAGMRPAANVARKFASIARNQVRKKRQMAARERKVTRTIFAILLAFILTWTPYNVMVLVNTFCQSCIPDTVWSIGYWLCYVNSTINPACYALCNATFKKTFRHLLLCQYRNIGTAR
CRFBP-R2 agonist: CRF-BP/CRF-R2 complex agonism. AID 588473. activation, % at 13.2 µM. HEK293 CRF-R2/CRF-BP, calcium dye fluorescence (FLIPR); percent of saturating CRF peptide response. 350,000 tested, 0.46% active;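 active means activation of at least 50%, plus an integration ratio under a set limit after plate pattern correction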;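 further: plate controls were neutral control wells without compound for no effect and CRF at EC100 for full effect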
CHRM5 agonist: agonists of human muscarinic M5 receptor (CHRM5); CHO-K1 hM5 cells, Fluo-8 calcium fluorescence; 0% DMSO wells, 100% maximal acetylcholine response; activation, % at 3 µM; 360,000 tested, 0.19% active; AID 624037;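 active means activation above the run's mean over test compounds plus 3 SD, cut at about 23% in these data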;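 further: signal is peak over basal fluorescence ratio across the kinetic read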
CHRM4 PAM: potentiates acetylcholine response at human M4 receptor | P08173 | CHO-K1 hM4/Gqi5, Fluo-8 calcium fluorescence, ACh EC20; 0% = ACh EC20, 100% = maximal ACh | activation, % at 3 µM | 360,000 tested, 0.4% active;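 active means activation above its plate's cutoff, the mean activation of sample wells plus 3 SD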; further: some results filed as inactive read as strong as hits
CRFBP-R2 block: CRF-BP/CRF-R2 complex antagonism. HEK293 CRF-R2/CRF-BP, CRF-induced calcium fluorescence. AID 588475. 350,000 tested, 0.59% active. inhibition, % at 11.8 µM;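 active means inhibition of the ligand-induced calcium signal above about 50% at the single tested concentration, limit read from the data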
CHRM5 antagonist: antagonists of human muscarinic M5 receptor (CHRM5); CHO-hM5 cells, Fluo-8 calcium fluorescence, ACh EC80; P08912; inhibition, % at 3 µM; AID 624040; 360,000 tested, 0.59% active;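 active means inhibition above a per-plate cutoff, the mean of that plate's test compounds plus 3 SD, cut at about 27% in these data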;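 further: 0% = acetylcholine EC80 with DMSO and 100% = DMSO without agonist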
M4 ag: CHRM4 agonism in calcium assay; activation, % at 3 µM; 360,000 tested, 0.14% active; AID 624127; CHO-K1 hM4/Gqi5, Fluo-8 calcium fluorescence; vehicle 0%, full acetylcholine response 100%;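 active means activation above the run mean over all test wells plus 3 SD, cut at about 32% in these data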;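 further: peak over basal fluorescence ratio per well then scaled between controls; 0% = DMSO wells and 100% = acetylcholine at EC100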
* hit, by the source's call; / = no result given.

SMILES	IDE cell inh	CHRM5 PAM	CHRM4 antagonist	CRFBP-R2 agonist	CHRM5 agonist	CHRM4 PAM	CRFBP-R2 block	CHRM5 antagonist	M4 ag
Cc1ccccc1Nc1nc(N)nc(CN2CCN(C(=O)c3ccccc3)CC2)n1	7	6	-1	1.0	-1	-2	1	2	2
O=C(OC1CCOC1=O)c1cc(-c2ccccc2)nc2ccccc12 (stereo unspecified)	3	-4	-7	4.4	1	3	-10	3	4
CCn1c(SCC(=O)OC(C)C)nnc1-c1cccc(Cl)c1	-2	2	6	0.4	-1	-6	-3	1	1
O=C(COCc1cc(-c2ccc3c(c2)OCO3)on1)N1CCN(c2cccc(C(F)(F)F)c2)CC1	3	5	6	4.9	1	-1	-6	2	1
O=C(NNC1=C(C(=O)C(F)(F)F)CCC1)c1cccc(O)c1	3	3	-6	-0.2	0	18	36	0	3
Cc1nn(C)c(C)c1CNC(=O)Nc1cccc(Cl)c1	4	-1	-11	4.5	-2	-4	-2	5	2
O=C(NN1C(=O)c2ccccc2NC1c1ccco1)c1ccccc1 (stereo unspecified)	-1	6	-9	-0.4	-1	8	9	2	3
CC1NC(=O)NC1CCCCCC(=O)Nc1ccc(F)c(Cl)c1 (stereo unspecified)	14	1	2	-1.4	4	-1	-4	13	2
CC1(C(=O)OCC(=O)Nc2cc(S(=O)(=O)N3CCOCC3)ccc2Cl)CC1(Cl)Cl (stereo unspecified)	/	-7	5	-0.8	2	-4	-14	8	22
O=C(Nc1ccccc1)SC1CCCCC1	/	2	-4	-1.1	-9	8	-22	-6	0
N#Cc1ccc(-c2c(-c3ccccc3)ncc3cc(F)ccc23)cc1	-5	-17	3	0.1	-7	-6	-5	20	5
CC(NS(=O)(=O)c1ccc2c(c1)C(=O)c1cc(S(=O)(=O)NC(C)C(=O)O)ccc1-2)C(=O)O (stereo unspecified)	3	-3	4	-0.6	0	2	9	8	0
O=C(Nc1ccc(F)cc1F)N1CCCCC1c1cccnc1 (stereo unspecified)	2	6	11	4.3	-4	13	-10	1	1
Cc1nc2c(-c3ccc(F)cc3)c(C)nn2c(N2CCOCC2)c1C	3	3	-19	-1.8	-1	9	-64	-14	0
CC(C)(C)OC(=O)NCCc1nnc(SCC(=O)Nc2ccc(Br)cc2)o1	0	-7	-1	-0.7	5	-8	13	10	13
O=C(NCc1ccccn1)c1cccc(NS(=O)(=O)c2ccccc2F)c1	4	8	2	1.6	0	10	1	-10	1
COC(CNC(=O)c1ccc2nc(-c3ccccc3)c(-c3ccccc3)nc2c1)OC	-1	-6	4	18	-3	-10	-5	20	15
Cc1ccc2oc(=O)cc(CN3CCOCC3)c2c1	2	-4	3	1.2	-4	23	-12	-4	1
CN(C(=O)CC1C(=O)NCCN1Cc1c(F)cccc1Cl)C1CCOCC1 (stereo unspecified)	7	4	-13	7.1	0	-1	0	6	0
CCN1CCCC1CNC(=O)c1ccc(CS(=O)(=O)c2ccccc2C)o1 (stereo unspecified)	-2	-4	-1	1.5	-5	-5	-2	3	6
CCC(C)(C)n1nnnc1C(c1ccc(C)cc1)N1CCCC1 (stereo unspecified)	3	1	2	-0.1	-3	0	4	-7	1
CC(NC(=O)c1ccco1)C(=O)OC(C)C(=O)NCc1ccccc1 (stereo unspecified)	-4	1	-5	-3.8	6	-4	6	-1	0
CC(O)(c1ccc(F)c(F)c1)c1nc(-c2ccc(F)c(Cl)c2)cs1 (stereo unspecified)	/	-8	7	/	-1	-5	/	1	2
N#CC(c1nc2ccccc2nc1N1CCCC1)S(=O)(=O)c1ccccc1 (stereo unspecified)	0	-8	2	25	3	0	-33	6	2
CCOc1ccc(NC(=O)CC2C(=O)N(c3ccccc3)C(=S)N2Cc2ccccn2)cc1 (stereo unspecified)	4	-10	3	0.0	3	-3	-31	4	15
Going on with the list.
SMILES	IDE cell inh	CHRM5 PAM	CHRM4 antagonist	CRFBP-R2 agonist	CHRM5 agonist	CHRM4 PAM	CRFBP-R2 block	CHRM5 antagonist	M4 ag
Cc1c(OCC(=O)NCc2ccncc2)ccc2c3c(c(=O)oc12)CCC3	7	0	5	-1.0	-3	-3	15	9	0
C=CC[C@@H](CC(=O)NCCO)C(=O)N[C@@H](COC(=O)[C@@H](CC=C)CC(=O)OC(C)(C)C)Cc1c[nH]c2ccccc12	3	-5	-1	-0.3	4	0	3	8	5
CC(C)=CCC[C@H](C)C[C@@H]1Cc2[nH][nH]c(=O)c2[C@H](c2ccc(F)cc2)O1	/	-2	-8	/	3	2	/	-2	0
S=c1[nH]nc(Nc2ccc(Cl)cc2)s1	10	2	2	-1.9	-1	-14	-3	8	1
CC(C)C(=O)c1cn(CC(=O)O)c2ccccc12	3	-6	-2	-2.2	-2	3	-10	-4	1
COc1ccc(OCCNS(=O)(=O)c2ccccc2)cc1	-9	-4	-3	-0.6	-4	14	-3	-1	4
O=C(Nc1ccc(F)c(Cl)c1)c1cc(C2CCCCN2C(=O)c2ccccc2)on1 (stereo unspecified)	/	-3	-4	/	-1	-4	/	2	9
O=S(=O)(NCCc1c[nH]c2ccccc12)c1ccc(F)cc1	/	-2	2	-1.5	-1	1	11	10	4
O=C(Nc1nccs1)C1CC(=O)N(c2ccccc2Cl)C1 (stereo unspecified)	-1	-3	-8	-0.9	1	5	29	0	1
COc1ccc(N2CCN(C(=O)c3cc4c(s3)-c3ccccc3S(=O)(=O)C4)CC2)cc1	12	-3	-1	-0.7	0	-7	18	-1	16
Cc1ccc(C(=O)c2cc([N+](=O)[O-])ccc2N2CCN(C)CC2)cc1	2	-14	-8	-0.1	-10	6	-20	0	3
COc1cc(CNn2nnnc2N)ccc1OCc1c(Cl)cccc1Cl	10	-6	6	-0.3	3	2	-1	6	7
Cc1c(Cl)cnc(NC(=O)COC(=O)[C@@H](NC(=O)c2ccco2)C(C)C)c1Cl	1	3	-28	1.5	5	10	0	-2	1
O=c1c(Br)c(N2CCCC2)cnn1-c1ccccc1	6	-3	-2	-3.3	-2	-6	20	0	-1
O=C(CNC(=O)c1ccccc1F)OCC(=O)c1c[nH]c2ccccc12	-5	1	5	-2.8	3	5	5	-6	3
CC(C)(C)N(NC(=O)Nc1ccc(Cl)c(Cl)c1)C(=O)c1ccccc1	-1	-18	14	-1.1	10	3	13	19	14
Cc1ccc2nc(SCC(=O)NC3CCCC3)nc(=O)n2c1	-4	3	9	0.6	-1	-8	7	-4	1
Nc1c(C(=O)c2ccc(Cl)cc2)sc2nsc(SCCN3CCOCC3)c12	4	-7	1	92*	9	-3	-73	6	4
COCCCNC(=O)c1c(F)c(F)c(F)c(F)c1F	4	-4	10	1.8	1	8	7	2	0
CC(NC(=O)CN1C(=O)NC2(CCc3ccccc32)C1=O)c1ccccc1 (stereo unspecified)	-5	-1	-2	0.2	-1	1	7	8	0
O=C(c1ccccc1[N+](=O)[O-])N1CCC(Cc2ccccc2)CC1	7	2	-7	-0.4	-3	8	-9	-9	1
O=C(CN1C(=O)NC2(CCc3ccccc32)C1=O)Nc1ccccc1C(F)(F)F (stereo unspecified)	-1	-1	-2	0.7	7	8	-18	13	2
O=C(CCC1CCCN(C(=O)CCCc2ccccc2)C1)N1CCN(c2ccccn2)CC1 (stereo unspecified)	-2	-15	4	0.9	1	-23	10	10	14
COc1cccc(C(=O)CN2CCC(NC(=O)NC3CCCCC3)CC2)c1	/	0	9	-0.8	1	-3	0	1	1
O=C(NC1=NCCS1)c1ccccc1	-6	-7	-7	-0.3	1	6	0	0	2
Going on with the list.
SMILES	IDE cell inh	CHRM5 PAM	CHRM4 antagonist	CRFBP-R2 agonist	CHRM5 agonist	CHRM4 PAM	CRFBP-R2 block	CHRM5 antagonist	M4 ag
CCOC(=O)c1ccc(NC(=O)CC2OCCN(CC)C2=O)cc1 (stereo unspecified)	-2	-1	9	0.4	0	-6	0	3	1
COC(=O)C[C@H]1C[C@@H]2c3cc(NC(=O)Nc4ccc(F)cc4)ccc3O[C@@H]2[C@@H](CO)O1	/	0	-13	0.6	3	-3	-18	-8	5
CN1CCOC1c1ccc(C2OCCN2C)cc1 (stereo unspecified)	/	1	-3	-1.4	4	3	5	7	0
Cc1cccc(NC(=O)CCn2nc(C)cc2C)c1	0	5	3	-0.8	-4	0	8	-2	0
CCN(CC)S(=O)(=O)c1ccc(N2CCOCC2)c(NC(=O)CNCCc2ccccc2)c1	-1	12	25	0.5	3	10	-6	-2	2
O=C(COc1cc2oc(=O)cc(-c3ccccc3)c2cc1Cl)NCCN1CCOCC1	3	-3	1	-0.8	-3	4	-2	1	3
COc1ccccc1N1CCN(C(=O)/C=C/c2ccccc2)CC1	-3	8	-3	-0.6	-2	7	-25	-2	2
Cc1ccc(CSc2nc3ccccc3c(=O)n2CCCC(=O)NCc2ccco2)cc1	-1	-3	-1	1.4	-1	-1	15	15	0
O=C(c1ccco1)N1CCN(C(=O)c2cnn(-c3cccc(F)c3)c2C2CCNCC2)CC1	1	2	9	1.3	-4	1	0	8	1
Cc1cc(C)nc(N2CCCC(C(=O)Nc3nnc(C)s3)C2)n1 (stereo unspecified)	0	1	11	-2.1	0	-3	-69	2	-1
c1ccc(OCCOCCSc2ncccn2)cc1	0	-1	3	-1.1	2	9	-13	-1	0
CCOC(=O)c1c(NC(=O)c2ccc(S(=O)(=O)N3CCOCC3)cc2)sc2c1CC(C)(C)NC2(C)C	-1	6	3	-0.6	-3	8	-26	-4	1
CCn1c2ccccc2c2cc(NC(=O)CSc3nnc(-c4cccc(C)c4)o3)ccc21	-2	-2	9	-0.1	-4	8	5	4	0
CCOC(=O)CSc1nc2nc(Cl)c(Cl)nc2[nH]1	/	-5	-7	5.6	2	1	-2	-1	1
CN(CCc1ccccn1)C(=O)c1cccnc1Oc1ccc(Cl)cc1	-3	-6	9	0.3	0	-7	8	5	1
O=C(Nc1ccc(F)c(Cl)c1)[C@@H]1O[C@H](CO)[C@H](O)[C@H](O)[C@H]1O	/	3	3	/	0	-3	/	-2	0
O=C(Nc1cc(Cl)ccc1O)C1CCCO1 (stereo unspecified)	0	-2	12	-0.8	1	2	-4	2	1
CC(=O)Nc1ccc(NC(=O)C2CCN(c3c(Cc4ccccc4)c(C)nc4ncnn34)CC2)cc1	-1	2	3	-3.5	2	-3	-12	1	1
Cc1ccc(CNC(=O)C2CCN(S(=O)(=O)c3ccc4c(c3)CC(C)N4C(=O)C3CC3)CC2)cc1 (stereo unspecified)	-6	-8	10	-0.1	-2	-9	-2	6	7
O=C(c1ccc(F)cc1)N1CCN(c2ncccn2)CC1	-2	-1	12	-0.3	0	17	-6	-1	0

A stretch taken from the entries so far:
SMILES	IDE cell inh	CHRM5 PAM	CHRM4 antagonist	CRFBP-R2 agonist	CHRM5 agonist	CHRM4 PAM	CRFBP-R2 block	CHRM5 antagonist	M4 ag
CN1CCOC1c1ccc(C2OCCN2C)cc1 (stereo unspecified)	/	1	-3	-1.4	4	3	5	7	0
Cc1cccc(NC(=O)CCn2nc(C)cc2C)c1	0	5	3	-0.8	-4	0	8	-2	0
CCN(CC)S(=O)(=O)c1ccc(N2CCOCC2)c(NC(=O)CNCCc2ccccc2)c1	-1	12	25	0.5	3	10	-6	-2	2
O=C(COc1cc2oc(=O)cc(-c3ccccc3)c2cc1Cl)NCCN1CCOCC1	3	-3	1	-0.8	-3	4	-2	1	3
COc1ccccc1N1CCN(C(=O)/C=C/c2ccccc2)CC1	-3	8	-3	-0.6	-2	7	-25	-2	2
